Runt-CBFb FRET: inhibitors of human RUNX1 Runt domain binding to CBFb | Cerulean-Runt/Venus-CBFb FRET ratio 530/480, 1 h | hit rate 0.46% among 220,000 | AID 1496 | inhibition, % at 20 µM;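 active = inhibition over about 50% at 20 µM in the single-dose screen, limit read from the data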;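 also: 0% = DMSO wells and 100% = excess unlabeled CBFb competitor control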
Target sequence (Q01196 whole entry, looked up, the tested form may be a part): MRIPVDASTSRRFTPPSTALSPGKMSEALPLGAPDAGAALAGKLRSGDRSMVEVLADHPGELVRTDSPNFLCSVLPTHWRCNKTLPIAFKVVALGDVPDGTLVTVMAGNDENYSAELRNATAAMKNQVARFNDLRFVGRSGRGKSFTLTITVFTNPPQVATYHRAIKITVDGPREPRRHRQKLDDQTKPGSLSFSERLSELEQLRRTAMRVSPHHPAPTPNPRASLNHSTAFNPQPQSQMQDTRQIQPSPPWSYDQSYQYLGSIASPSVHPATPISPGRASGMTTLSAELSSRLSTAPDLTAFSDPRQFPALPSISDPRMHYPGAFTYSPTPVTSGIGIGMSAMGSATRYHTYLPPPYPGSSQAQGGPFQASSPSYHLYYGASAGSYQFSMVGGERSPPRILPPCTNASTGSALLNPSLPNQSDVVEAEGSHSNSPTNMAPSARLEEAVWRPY
Target sequence (Q13951 whole entry, looked up, the tested form may be a part): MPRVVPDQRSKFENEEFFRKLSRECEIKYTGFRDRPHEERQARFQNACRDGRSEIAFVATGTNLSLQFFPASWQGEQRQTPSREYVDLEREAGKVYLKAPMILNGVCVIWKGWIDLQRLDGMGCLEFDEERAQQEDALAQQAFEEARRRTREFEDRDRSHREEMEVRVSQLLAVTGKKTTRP
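System: Cerulean-labeled Runt domain protein | Quantity: 100 nM of each labeled protein | Schedule: 1 h compound exposure, room temperature | Detection: Fluorescence energy transfer, 422 nm excitation, 530/480 nm emission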
p97 inhibitor: inhibitors of human p97 ATPase; recombinant p97 ATPase, Kinase-Glo ATP luminescence, 3 h; inhibition, % at 8 µM; hit rate 0.42% among 220,000; AID 1481; in the data active = inhibition above about 15%;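 also: 0% = DMSO vehicle and 100% = wells lacking enzyme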
TbHK1 inh: blocks Trypanosoma brucei hexokinase 1 activity; recombinant TbHK1, G6PDH-coupled NADH A340; inhibition, % at 10 µM; hit rate 0.11% among 220,000; AID 1430;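 active = inhibition of 50% or more in the single-dose primary screen; inactive = inhibition below 50%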
Furin inh: inhibitors of human furin; purified furin, fluorogenic substrate cleavage; inhibition, % at 30 µM; hit rate 0.061% among 220,000; AID 463115; in the data active = inhibition above about 25%; also: inactives centre near -15
Runt-SMMHC FRET: blocks binding of human RUNX1 Runt domain to CBFb-SMMHC | inhibition, % at 20 µM | AID 1434 | hit rate 0.74% among 220,000 | Cerulean-Runt/Venus-CBFb-SMMHC FRET ratio 530/480, 1 h;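 active = mean inhibition across duplicate retests at 20 µM reaching about 50%, limit read from the data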;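 also: 0% = DMSO wells and 100% = wells with excess untagged CBFb-SMMHC; inhibitors lower the FRET ratio by blocking Runt binding to CBFb-SMMHC; some results filed as inactive read as strong as hits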
EBV gp42 inh: EBV gp42 inhibition; Fluorescence polarization binding assay, mP read-out; inhibition, % (tested at 21.74 µM); Q1HVG2; hit rate 0.42% among 220,000; AID 1085; in the data active = inhibition above about 50%
RBBP9 inh: blocks human serine hydrolase RBBP9. AID 1515. hit rate 0.2% among 220,000. recombinant RBBP9, FP-Rh probe fluorescence polarization. inhibition, % at 7.94 µM. O75884;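 active = inhibition above the campaign mean of all tested compounds plus 3 SD, cut at about 14% in these data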;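 also: plate controls were DMSO wells with RBBP9 for no effect and wells lacking RBBP9 protein for full effect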
Target sequence (O75884 whole entry, looked up): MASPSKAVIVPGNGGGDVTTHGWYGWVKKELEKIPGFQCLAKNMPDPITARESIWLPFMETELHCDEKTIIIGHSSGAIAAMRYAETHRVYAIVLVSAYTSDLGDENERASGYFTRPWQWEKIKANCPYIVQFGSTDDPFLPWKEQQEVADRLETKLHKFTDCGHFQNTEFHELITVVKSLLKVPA
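system = RBBP9 protein | input = RBBP9 at 2.5 µM in dispensed solution, before mixing | measured by = fluorescence polarization (mP), excitation 525 nm, emission 598 nm | incubation = enzyme-compound preincubation 30 min, then probe labeling 45 min, 25 °C | buffer or medium = Tris-NaCl-Pluronic buffer, pH 8.0 | compound = single dose 7.94 µM | also added = FP-Rh probe, 375 nM dispensing solution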
NCF1 inh: inhibitors of human p47phox binding; p47phox/p22phox peptide binding, fluorescence polarization, 2 h; inhibition, % at 24.7 µM; hit rate 0.53% among 220,000;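 active = inhibition above about 30%, limit read from the data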;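 also: 0% = p47phox with labelled peptide and 100% = labelled peptide alone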
m-calpain inh: blocks pig calpain II enzyme activity; purified calpain II, fluorogenic peptide substrate, 30 min; inhibition, % at 16 µM; hit rate 0.37% among 220,000;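 active = inhibition above about 50%, limit read from the data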
An asterisk follows results filed as active; / = not tested or not shown; [ ] = remark or other dose.

1) FC(F)(F)c1cccc(OCCOCCn2cncn2)c1
2) O=C(COc1ccc(Br)cc1Br)NC(=O)NC1CCCC1
3) O=C(c1ccc([N+](=O)[O-])cc1)N(Cc1ccc(Cl)cc1)N1C(=O)CCCC1=O
4) N#Cc1ccc(-c2cn(-c3ccccc3)c3[n+]2CCCS3)cc1
5) CC(NC(=O)c1cccc(Br)c1)c1ccccc1 (centres undefined)
6) Oc1ccc(O)c(Cc2nc3ccccc3[nH]2)c1

assay / compound	1	2	3	4	5	6
Runt-CBFb FRET	1	1	3	0	1	53*
p97 inhibitor	-1	0	2	1	5	7
TbHK1 inh	-5	-1	0	-1	4	8
Furin inh	-37[20 µM]	-20	-18[20 µM]	-24	-19	-25
Runt-SMMHC FRET	1	3	-1	-3	-2	5
EBV gp42 inh	0	9	-7	-3	-21	-26
RBBP9 inh	2	2	2	-5	7	1
NCF1 inh	0	-3	-2	-3	2	-3
m-calpain inh	13	17	8	-31	-4	-16

7) O=C(CSCc1ccc(Cl)cc1)N/N=C/c1c(Cl)cccc1Cl
8) O=C(O)CCN1c2ccccc2Sc2ccccc21
9) CCOC(=O)C1=C(O)C(Nc2nc3ccccc3s2)(C(F)(F)F)N=C1C (centres undefined)
10) COc1ccc(C2CC(C(F)(F)F)n3nc(C(=O)O)c(Cl)c3N2)cc1OC (centres undefined)
11) CCc1ccc(NC(=S)N(Cc2ccc(Cl)cc2)Cc2ccc(C(=O)O)cc2)cc1
12) O=C(c1ccccc1)c1ccccc1C(=O)N1CCOCC1

assay / compound	7	8	9	10	11	12
Runt-CBFb FRET	0	0	0	0	-6	2
p97 inhibitor	2	1	-8	6	1	5
TbHK1 inh	23	-2	0	5	-1	1
Furin inh	-14	4	-11[20 µM]	-23	-11	-9[20 µM]
Runt-SMMHC FRET	-1	-1	4	-6	-6	0
EBV gp42 inh	7	3	-18	9	0	-2
RBBP9 inh	-2	3	-11	-3	-5	3
NCF1 inh	-15	-6	4	-10	-10	5
m-calpain inh	5	-1	20	19	-3	-11

13) Brc1ccc(-c2csc(N/N=C/c3cccnc3)n2)cc1
14) N=C1c2ccccc2CN1NC(=O)CC12CC3CC(CC(C3)C1)C2
15) NC(CO)C12CC3CC(CC(C3)C1)C2 (centres undefined)
16) Cc1csc(NC(=O)CSc2nnc(Cc3cccn3C)n2CCc2ccccc2)n1
17) S=C(c1ccccc1)N1CCCc2ccccc21
18) CC(C)C(=O)N1N=C2CCCCC2C1(O)C(F)(F)F (centres undefined)

assay / compound	13	14	15	16	17	18
Runt-CBFb FRET	1	1	1	4	-3	2
p97 inhibitor	0	1	0	0	6	4
TbHK1 inh	-6	-1	-12	3	39	5
Furin inh	-18	-26	-24	-5	0	-27
Runt-SMMHC FRET	-2	-2	-1	5	0	0
EBV gp42 inh	3	-12	-3	1	9	-7
RBBP9 inh	-7	-3	-4	2	4	1
NCF1 inh	1	-12	-7	-13	0	1
m-calpain inh	-12	-4	-11	-4	-5	0

19) CC(C)CNC(=O)Cn1c(=O)c2c(ncn2CC(C)C)n(Cc2ccccc2)c1=O
20) CCOC(=O)C1=C(C)Nc2ccccc2N=C1NC(=O)Cc1ccc(Br)cc1
21) O=C(Nc1nc(=S)ss1)c1c(F)cccc1F
22) O=C(Nc1ccc(S(=O)(=O)NC2=NCCCCC2)cc1)c1ccc(C(F)(F)F)cc1
23) S=c1[nH]nc(-c2cccnc2)n1/N=C/c1cccs1
24) CCC(C(=O)NCc1ccco1)n1nc(-c2ccc(OC)cc2)ccc1=O (centres undefined)

assay / compound	19	20	21	22	23	24
Runt-CBFb FRET	-1	0	4	-2	9	0
p97 inhibitor	2	6	2	0	1	-1
TbHK1 inh	-2	1	-12	-11	-8	4
Furin inh	-12	-16	-18[20 µM]	-23	-13	-8
Runt-SMMHC FRET	3	-1	-13	-2	18	2
EBV gp42 inh	-5	-15	-12	-17	-19	-15
RBBP9 inh	-8	-6	-3	0	-3	-7
NCF1 inh	-3	-14	-12	-13	-10	-12
m-calpain inh	10	2	12	-25	-34	-191

25) O=C(c1cccs1)N(c1cccc(Cl)c1)C1C=CS(=O)(=O)C1 (centres undefined)
26) CCOC(=O)c1ccc(NC(=S)N2CCCC2c2ccc(OC)c(OC)c2)cc1 (centres undefined)
27) Cc1ccc(CNC(=O)CN(CCc2ccccc2)S(C)(=O)=O)cc1
28) Cc1oc(-c2cc(F)ccc2F)nc1CN1CCN(c2cnccn2)CC1
29) CC1=CC(=O)C=CC1(C)C(Cl)Cl (centres undefined)
30) Cc1ccc(SCCCn2cnc3ccccc3c2=O)cc1

assay / compound	25	26	27	28	29	30
Runt-CBFb FRET	0	-1	-1	1	/	0
p97 inhibitor	0	-2	-5	1	2	-6
TbHK1 inh	-3	-12	0	-13	0	2
Furin inh	-31	-21	-11	-25	-21[20 µM]	-12[20 µM]
Runt-SMMHC FRET	2	1	2	-4	-7	4
EBV gp42 inh	-1	6	-6	-20	-15	1
RBBP9 inh	-8	-11	-3	-2	-1	2
NCF1 inh	-12	-4	-3	-4	-14	-4
m-calpain inh	-31	-36	12	-11	-3	15

31) Cc1n[nH]c(C)c1CCCOc1ccccc1
32) O=C(NCCc1ccccn1)C1CCN(S(=O)(=O)c2ccc(Cl)cc2)CC1
33) CCC(C)C(NC(=O)C(CC(C)C)NC(=O)C(CO)NC(=O)C1CCC(=O)N1)C(=O)OC (centres undefined)
34) CCCCOC(=O)C(C)c1c(C)[nH]c(=S)[nH]c1=O (centres undefined)
35) CCOc1ccc(OCCOc2cccc(C(F)(F)F)c2)cc1
36) Cc1nc2ccccc2cc1C(=O)Nc1ccccc1Cl

assay / compound	31	32	33	34	35	36
Runt-CBFb FRET	3	0	0	0	-5	2
p97 inhibitor	-1	-3	-3	1	0	2
TbHK1 inh	0	0	7	-2	0	-1
Furin inh	-11[20 µM]	-18	-3	-23	-7[20 µM]	-31
Runt-SMMHC FRET	1	-1	0	1	-5	-7
EBV gp42 inh	-9	-8	6	1	-14	-16
RBBP9 inh	-5	6	-8	-7	3	-5
NCF1 inh	4	-4	13	5	-2	-2
m-calpain inh	-25	13	20	14	-8	-24

37) O=C(O)CC1SC(N/N=C/c2ccc(Br)cc2)NC1=O (centres undefined)
38) Nc1nccc(-c2ccc(-n3cccc3)cc2)n1
39) NC(=O)c1cc(Br)cc(C2CCCCC2)c1O
40) COCCOC(=O)C1=C(N)OC2=C(C(=O)CCC2)C1c1cccnc1 (centres undefined)
41) CC(C)Nc1nc2ccccc2c(=O)[nH]1
42) Cc1cccc(N2C(=O)c3ccc(C(=O)Nc4c[nH]c(=O)[nH]c4=O)cc3C2=O)c1

assay / compound	37	38	39	40	41	42
Runt-CBFb FRET	0	-1	1	-1	2	2
p97 inhibitor	8	-4	3	7	3	2
TbHK1 inh	-31	-2	-14	-3	-4	-13
Furin inh	-24	-13	-22	-28	-35	-12
Runt-SMMHC FRET	1	-6	-1	5	-3	-1
EBV gp42 inh	-14	0	-2	-12	1	-8
RBBP9 inh	1	-5	-10	-5	9	0
NCF1 inh	-6	-2	-9	-9	-4	5
m-calpain inh	26	7	-29	-13	-16	-14

Pulled by compound from above:
37) O=C(O)CC1SC(N/N=C/c2ccc(Br)cc2)NC1=O (centres undefined)
41) CC(C)Nc1nc2ccccc2c(=O)[nH]1
39) NC(=O)c1cc(Br)cc(C2CCCCC2)c1O
40) COCCOC(=O)C1=C(N)OC2=C(C(=O)CCC2)C1c1cccnc1 (centres undefined)

assay / compound	37	41	39	40
Runt-CBFb FRET	0	2	1	-1
p97 inhibitor	8	3	3	7
TbHK1 inh	-31	-4	-14	-3
Furin inh	-24	-35	-22	-28
Runt-SMMHC FRET	1	-3	-1	5
EBV gp42 inh	-14	1	-2	-12
RBBP9 inh	1	9	-10	-5
NCF1 inh	-6	-4	-9	-9
m-calpain inh	26	-16	-29	-13

The listing picks up, starting four compounds before the break.
39) NC(=O)c1cc(Br)cc(C2CCCCC2)c1O
40) COCCOC(=O)C1=C(N)OC2=C(C(=O)CCC2)C1c1cccnc1 (centres undefined)
41) CC(C)Nc1nc2ccccc2c(=O)[nH]1
42) Cc1cccc(N2C(=O)c3ccc(C(=O)Nc4c[nH]c(=O)[nH]c4=O)cc3C2=O)c1
43) COC(=O)C1Cc2c([nH]c3ccccc23)C(C)N1 (centres undefined)
44) COc1ccc(Nc2nc(NCCCN3CCOCC3)nc(N)c2[N+](=O)[O-])cc1
45) CCCCNC(=O)c1cc2cc(CC)ccc2[nH]1
46) O=S(=O)(c1cccc(NC(=S)Nc2ccc(Br)cc2Cl)c1)N1CCOCC1
47) CCCCCCNCC1OCc2ccccc2CO1
48) COc1ccccc1NC(=O)CSc1ccc2nnc(-c3ccc(C)cc3)n2n1

assay / compound	39	40	41	42	43	44	45	46	47	48
Runt-CBFb FRET	1	-1	2	2	-1	1	2	-3	-1	-1
p97 inhibitor	3	7	3	2	-2	-1	2	-5	5	0
TbHK1 inh	-14	-3	-4	-13	1	-41	4	5	1	-11
Furin inh	-22	-28	-35	-12	-28	3	-9	-7	-25	-22
Runt-SMMHC FRET	-1	5	-3	-1	19	-3	-2	-12	-1	-3
EBV gp42 inh	-2	-12	1	-8	-12	0	-3	5	-7	-12
RBBP9 inh	-10	-5	9	0	-8	-7	-11	-5	-3	-7
NCF1 inh	-9	-9	-4	5	-17	-10	-9	-20	-12	35*
m-calpain inh	-29	-13	-16	-14	-46	-1	-67	28	-10	-1

49) O=C(c1ccccc1)c1coc2c1C(=O)c1ccccc1C2=O
50) COc1ccc(NC(=O)CSc2nc(C)c3c(c2C#N)CCCC3)cc1
51) CCOC(=O)c1c(C)n(C)c2ccc(OCC(O)Cn3nc(C)c(Br)c3C)cc12 (centres undefined)
52) O=C(CCCSc1nnc(Nc2ccccc2F)s1)N1CCOCC1
53) CN(C(=O)CC1C(=O)NCCN1Cc1ccoc1)C1CCOCC1 (centres undefined)
54) Cc1ccc(NC(=O)CN2C(=O)N/C(=C/c3cc(C)n(-c4ccc(C(=O)O)cc4)c3C)C2=O)cc1
55) O=C(NCc1ccc(Cl)cc1)C1CCCN(S(=O)(=O)c2cnc[nH]2)C1 (centres undefined)
56) Cc1ccc(-c2nn3c(C)nnc3s2)cc1NC(=O)c1ccco1
57) O=C(CNC(=O)c1ccccc1)NCC(=O)OCc1ccc(Cl)cc1

assay / compound	49	50	51	52	53	54	55	56	57
Runt-CBFb FRET	8	-1	-12	2	0	0	7	-2	-2
p97 inhibitor	0	-4	-3	3	5	7	5	7	-1
TbHK1 inh	-3	-12	2	-6	5	-11	3	-4	-10
Furin inh	-21	-27[20 µM]	-3[20 µM]	-17	-14	-12	-24	-34	-13
Runt-SMMHC FRET	4	0	-13	5	2	-8	2	-1	2
EBV gp42 inh	13	-3	1	-7	-7	29	-19	-5	-8
RBBP9 inh	-8	-9	-2	-2	0	2	-2	-4	-8
NCF1 inh	1	-4	-4	-18	-3	-36	2	-1	3
m-calpain inh	23	-12	-5	-2	13	-5	-12	-15	1

High-throughput results: PubChem BioAssay, several laboratories
